Source: PubChem BioAssay
P. falciparum M1AAP – P. falciparum M1AAP inhibitors, biochemical, fluorogenic H-Leu-NHMec substrate, 1536-well (AID 1445); inhibition, % at 30 µM; hits with a dose series show IC50 in µM; recombinant M1AAP, H-Leu-NHMec fluorogenic kinetic assay; higher % means a stronger effect; actives 0.42% (n = 220,000);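 active means primary inhibition above the hit cutoff, then over 50% inhibition at one or more dose response concentrations, cut at about 23% in these data, passing the limit was not always enough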;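 further: plate controls were DMSO full reaction for no effect and no enzyme background for full effect; strong numbers were not always called active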
human PMI inhibitors – MPI inhibition at elevated mannose 6-phosphate – biochemical, fluorescence intensity, high mannose 6-phosphate, primary screen (AID 1220) | recombinant PMI enzyme, coupled fluorescence intensity; higher % means a stronger effect | inhibition, % at 20 µM; hits with a dose series show IC50 in µM | actives 0.66% (n = 190,000)
XIAP displacement – small molecules displacing peptide from XIAP – biochemical, IAP family, fluorescence polarization (AID 1018). XIAP BIR domain, fluorescence polarization peptide displacement; higher % means a stronger effect. displacement, % at 20 µM; hits with a dose series show IC50 in µM. actives 0.007% (n = 200,000); in the data active means displacement above about 50%; further: a part of the inactive calls stands beside numbers as strong as those of hits
K1F lysis inhibition – inhibition of K1F phage lysis, E. coli UTI89, bacterial capsule biogenesis inhibitors, alamar blue (AID 488966). E. coli UTI89 K1F phage lysis, alamar blue, 2 h; higher % means a stronger effect. inhibition, % at 100 µM, or IC50 in µM where a hit was titrated. actives 0.02% (n = 340,000);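 active means phage lysis inhibition, versus mean bacterial control, above a set limit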;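 further: capsule biogenesis inhibitors block K1F phage lysis so surviving cells raise fluorescence; higher fluorescence means more inhibition of phage lysis; actives were called in the ten point dose series up to 300 µM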
Lipid droplet – modulators of hepatic lipid droplet formation. AID 1656. actives 0.4% (n = 240,000). AML12 mouse hepatocytes, oleate lipid droplets, BODIPY imaging. inhibition, % at 6.5 µM;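 active means lipid droplet intensity inhibited by at least 50%, with more than 500 cells counted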
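Material – mouse AML12 hepatocyte cell line, fixed after treatment · Compound dosing – one dose, 6.5 µM compound · Times – compound with oleate, overnight · Measured by – Image-based BODIPY and DAPI two-channel analysis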
human PMI inhibition – inhibitors of human PMI, primary screen, biochemical, fluorescence intensity, coupled assay (AID 1209); purified PMI enzyme, coupled fluorescence intensity; higher % means a stronger effect; inhibition, % at 20 µM, or IC50 in µM where a hit was titrated; actives 0.42% (n = 190,000);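 further: plate controls were DMSO vehicle for no effect and wells lacking substrate for full effect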
P. falciparum M17LAP – P. falciparum M17LAP inhibitors, primary screen, biochemical, fluorogenic H-Leu-NHMec substrate, 1536-well (AID 1619) | actives 0.38% (n = 220,000) | recombinant M17LAP, H-Leu-NHMec fluorogenic kinetic assay; higher % means a stronger effect | inhibition, % at 30 µM, or IC50 in µM where a hit was titrated;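 active means compound inhibiting the enzyme by more than half at any dose during confirmatory dose-response retesting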;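 further: plate controls were full reaction with DMSO carrier for no effect and no enzyme background for full effect; strong numbers were not always called active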
TNAP activation fold – stimulation of alkaline phosphatase TNAP activity – biochemical, luminescent, no phosphate acceptor, uHTS, primary screen (AID 1001); actives 0.03% (n = 200,000); activation fold at 20 µM; hits with a dose series show EC50 in µM; purified TNAP, luminescent activation assay, no phosphate acceptor; higher activation fold means a stronger effect; in the data active means activation fold from about 3, or a potency from the dose series; inactive means the rest, 99 in 100 with activation fold below about 1.6; further: many of its hits are not listed in these tables
SIAH1 antagonists – blockers of Siah-1 interaction with plectin peptide – biochemical, fluorescence polarization, rhodamine-plectin, uHTS, primary screen (AID 1817). displacement, % at 20 µM, or IC50 in µM where a hit was titrated. Siah-1 / rhodamine-plectin peptide fluorescence polarization; higher % means a stronger effect. actives 0.02% (n = 290,000);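 active means displacement of at least 50% at 20 µM, with a fluorescence ratio check between 0.3 and a set limit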;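 further: plate controls were Siah plus tracer with DMSO for no effect and tracer alone without Siah for full effect; strong numbers were not always called active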
Lipid droplet cells 6.5 µM – further read-out of Lipid droplet, marked with its call; cell count; measured here: cell count, cytotoxicity flag;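 cells counted across two imaged fields per well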
Starred values were filed as active, the others as inactive; nt = no result given; [ ] = dose if it differs, or a comment. Unless noted, no stated cut-off is given here; in the data, active means inhibition above about 50%; inactive means the rest. Hits appear at their usual frequency (roughly 1.9% active in at least one column).

SMILES	P. falciparum M1AAP	human PMI inhibitors	XIAP displacement	K1F lysis inhibition	Lipid droplet	Lipid droplet cells 6.5 µM	human PMI inhibition	P. falciparum M17LAP	TNAP activation fold	SIAH1 antagonists
CCOC(=O)C1=C2SCCN2C(=O)C(C#N)C1(C)C (stereo not given)	-2%	-5%	-6.7%	3.5%	nt	nt	-4%	8%	1	-3%
COc1ccc(N2CCN(C(c3ccc4ncccc4c3)c3nnnn3C(C)(C)C)CC2)cc1 (stereo not given)	1%	4%	-3.6%	0.1%	3	716	-4%	8%	1	-7%
Cn1cccc1C(=O)OCc1csc(-c2ccccc2)n1	6%	-10%	-9.5%	-0.1%	nt	nt	-7%	2%	1.1	-4%
CSc1nc(N)c(C(=O)Nc2ccc([N+](=O)[O-])cc2)s1	6%	nt	nt	1.1%	10	432	nt	-1%	nt	1%
CC(NC(=O)C12CC3CC(CC(C3)C1)C2)C(=O)NCCN(C)C (stereo not given)	4%	0%	-3.9%	1.3%	nt	nt	2%	-6%	1.1	4%
CCCCOc1ccc(C(C)NC(=O)C2CCCN(S(=O)(=O)CC)C2)cc1 (stereo not given)	0%	13%	-3.1%	-0.2%	nt	nt	10%	7%	1.1	1%
Cn1c(COc2ccccc2)nnc1SCC(=O)Nc1ccc(S(N)(=O)=O)cc1	4%	1%	-5.3%	2.9%	16	730	3%	7%	1	3%
COc1ccccc1NS(=O)(=O)c1ccc(N/N=C(\C)C(C)C)c([N+](=O)[O-])c1	0%	16%	-8.2%	-4.4%	-31	658	27%	-4%	1	2%
CN1CC(=O)N(CC(=O)N2N=C(c3ccc(Cl)cc3)CC2c2ccco2)C1=O (stereo not given)	6%	-18%	2.1%	-0.1%	4	697	-26%	2%	1	1%
O=C1C2ON(c3ccc(Br)cc3)C(c3cccnc3)C2C(=O)N1C1CCCCC1 (stereo not given)	1%	11%	-1.3%	-0.6%[50 µM]	7	678	14%	-2%	1.1	-2%
Cc1cc2ccccc2c(=O)[nH]1	0%	7%	-4.9%	-1.8%	-9	652	4%	-3%	1.1	0%
CCCCN(C(=S)NC(=O)c1cc(OC)c(OC)c(OC)c1)c1c(N)n(Cc2ccccc2)c(=O)[nH]c1=O	0%	4%	-4.9%	0.8%	3	591	10%	14%	1.2	4%
Cc1cc(=O)[nH]c(SCC(=O)Nc2nc(-c3ccccc3)cs2)n1	11%	13%	-6.5%	0.6%	nt	nt	-1%	34%	1	4%
O=C(C1CCN(S(=O)(=O)c2cccc3cccnc23)CC1)N1CCN(c2ccccc2)CC1	18%	12%	-6.1%	-0.4%	-27	717	14%	3%	1	-1%
COc1cc(/C=C/C(=O)C2C(=O)C=C(C)OC2=O)cc(OC)c1O (stereo not given)	11%	18%	-3.0%	-5.3%	6	626	20%	22%	0.8	2%
CC(C)N(c1ccccc1)c1ncnc(NCCC(=O)O)c1[N+](=O)[O-]	1%	8%	-1.5%	-0.8%	17	675	8%	1%	1.1	10%
COc1ccc(NC(=O)CSc2nnc(Cc3ccccc3)o2)c(OC)c1	-4%	-1%	-4.1%	2.5%	nt	nt	-1%	5%	1.3	-1%
CCOC(=O)C1(Cc2ccc(Cl)cc2)CCN(C(=O)c2cc(C)nc(C)n2)CC1	2%	35%	-4.8%	-1.4%	-19	671	3%	1%	1.1	2%
CN1CCN(c2ccc([N+](=O)[O-])cc2S(=O)(=O)N2CCOCC2)CC1	5%	18%	-2.5%	3.1%	nt	nt	11%	13%	1	6%
N#Cc1c(N)sc(=S)c2c1CCCC2	9%	-62%	-2.8%	-0.3%	nt	nt	-29%	2%	0.9	3%
C/C(=N\NC(=O)c1ccc([N+](=O)[O-])cc1Cl)c1ccccc1	nt	1%	-3.2%	0.2%	-1	705	2%	nt	1.1	-1%
Cc1ccc(C(=O)Nc2cc3ccccc3oc2=O)cc1	-1%	-9%	-0.5%	-1.4%	9	685	-17%	8%	1.1	1%
COc1ccc(C(=O)NCc2cccnc2)cc1OC	8%	-4%	-1.9%	5.6%	nt	nt	-8%	11%	0.9	-4%
CC(=O)NS(=O)(=O)c1ccc(NC(=S)NC(=O)CC(C)C)cc1	-2%	1%	-3.7%	nt	-12	725	-1%	4%	1.1	0%
O=C(NCc1cccnc1)C1CC(=O)N(c2ccc(F)cc2)C1 (stereo not given)	0%	10%	-4.6%	1.7%	nt	nt	9%	-3%	1	0%

The last 3 records of the section above are carried over, then new ones follow.
SMILES	P. falciparum M1AAP	human PMI inhibitors	XIAP displacement	K1F lysis inhibition	Lipid droplet	Lipid droplet cells 6.5 µM	human PMI inhibition	P. falciparum M17LAP	TNAP activation fold	SIAH1 antagonists
COc1ccc(C(=O)NCc2cccnc2)cc1OC	8%	-4%	-1.9%	5.6%	nt	nt	-8%	11%	0.9	-4%
CC(=O)NS(=O)(=O)c1ccc(NC(=S)NC(=O)CC(C)C)cc1	-2%	1%	-3.7%	nt	-12	725	-1%	4%	1.1	0%
O=C(NCc1cccnc1)C1CC(=O)N(c2ccc(F)cc2)C1 (stereo not given)	0%	10%	-4.6%	1.7%	nt	nt	9%	-3%	1	0%
COc1cc(C(=S)N2CCCC2)cc(Cl)c1OCC(=O)Nc1ccc(C)cc1C	2%	17%	-0.9%	1.0%[50 µM]	nt	nt	21%	-1%	1.1	-2%
Cc1cc(C)n2c(SC/C(O)=C(\C#N)c3nc4ccccc4[nH]3)nnc2n1	9%	53%*	14%	0.4%	nt	nt	29%	25%	1	34%
CCn1c(=O)cc(OCC(=O)NCCC(C)C)c2ccccc21	2%	2%	nt	3.8%	nt	nt	4%	8%	1.2	2%
Cc1cccc(NC(=O)/C(=C\c2ccco2)NC(=O)c2cccs2)c1	13%	3%	-4.3%	0.1%	nt	nt	1%	2%	1.1	2%
Cc1cc(C)nc(N(C#N)CC(=O)N(c2ccccc2)C(C)C)n1	5%	-2%	-4.3%	0.5%	nt	nt	1%	-4%	1.2	1%
CC1CCCCN1CCn1cnc2c([nH]c3ccccc32)c1=O (stereo not given)	14%	7%	-2.3%	1.2%	4	691	10%	-3%	1.2	4%
Cc1c(C(=O)NCCC2=CCCCC2)oc2ccc(S(=O)(=O)N3CCC4(CC3)OCCO4)cc12	2%	13%	-6.4%	4.4%	6	679	7%	-9%	0.9	-5%
COc1cc2nc(CN3C(=O)c4ccccc4C3=O)oc(=O)c2cc1OC	1%	-3%	-12%	0.5%	nt	nt	1%	32%	1.1	0%
COc1ccc(NS(=O)(=O)c2ccc(NC(C)=O)cc2)cc1OC	11%	11%	-0.7%	0.1%	-32	679	14%	8%	1	4%
O=C(Nc1ccccc1)c1nccn1Cc1ccc(F)cc1	4%	3%	-3.7%	0.0%	7	729	7%	-8%	1.1	8%
Cc1ccccc1OCC(=O)OCC(=O)NCc1cccs1	-7%	1%	-1.5%	-0.7%	8	628	4%	-11%	1.1	-2%
COc1cc(/C=C2\SC(=S)N(NS(=O)(=O)c3ccc(C)cc3)C2=O)cc(OC)c1OC	33µM*	nt	nt	-0.2%	-10	739	nt	20%	nt	-2%
Cc1cccc(-c2noc(Cc3ccccc3)n2)c1	4%	14%	-1.1%	0.3%	nt	nt	12%	2%	1.1	4%
Cc1ccc(Nc2c(-c3ccccn3)nc3cccc(C)n23)cc1	-3%	-20%	-7.1%	0.9%	-2	642	-8%	6%	1.7	-14%
O=C(Nc1cccc(Cl)c1)Nc1nnc(CC2=CCCCC2)s1	8%	-4%	-4.2%	0.2%	13	616	-6%	-1%	1	2%
CCNC(=O)CP(=O)(c1ccccc1)c1ccccc1	-3%	6%	-2.3%	2.6%	nt	nt	3%	1%	1.1	7%
O=C(CSc1ccc(-c2ccc(F)cc2)nn1)NCC1CCCO1 (stereo not given)	8%	-13%	-0.4%	-0.1%	10	679	-20%	4%	1	0%
CCc1ccccc1NC(=O)c1ccc([N+](=O)[O-])s1	-2%	1%	-2.7%	-0.3%	-8	701	-3%	-8%	1.1	2%
NS(=O)(=O)c1cccc(NC(=O)COC(=O)/C=C/c2ccco2)c1	0%	7%	-1.9%	0.0%	7	750	6%	11%	0.9	4%
COc1ccc2cc3c(N)nn(C(=O)c4ccc(Cl)c([N+](=O)[O-])c4)c3nc2c1	1%	-6%	-2.9%	0.2%	-3	652	6%	1%	1.1	3%
CCOC(=O)C1CCCN(C(=O)c2cccs2)C1 (stereo not given)	7%	-2%	-4.7%	0.6%	-3	736	2%	-10%	1.1	-1%
COc1ccc(-c2noc(C3CCCN(C(=O)Nc4ccccc4F)C3)n2)cc1 (stereo not given)	-1%	2%	-2.7%	-1.2%	3	628	-2%	-11%	1.1	0%
O=c1c(=O)n2c(nn1Cc1ccc(F)cc1)sc1ccccc12	-4%	nt	nt	-0.6%	7	719	nt	-9%	nt	-2%
COc1ccccc1NC(=O)CSc1nnc(-c2ccncc2)o1	15%	13%	-5.4%	1.1%	-10	620	18%	8%	1.1	0%
COc1ccc(CCNC(=O)c2cccc(S(=O)(=O)N3CCCCC3)c2)cc1	4%	5%	-5.5%	0.6%	4	699	8%	5%	1.1	7%
Continued:
SMILES	P. falciparum M1AAP	human PMI inhibitors	XIAP displacement	K1F lysis inhibition	Lipid droplet	Lipid droplet cells 6.5 µM	human PMI inhibition	P. falciparum M17LAP	TNAP activation fold	SIAH1 antagonists
Cc1cc(C)c(-c2csc(NC(=O)c3n[nH]c(=O)c4ccccc34)n2)c(C)c1	12%	3%	4.2%	2.2%	-1	702	13%	-4%	2.2	3%
CN(C(=O)COC(=O)COc1ccc(Cl)cc1)C1CCCCC1	-6%	10%	0.3%	-0.5%	nt	nt	1%	-3%	1.1	3%
CCN(CC)C(=O)CC(c1ccc(N(C)C)cc1)c1c(OC)cc(OC)c2ccc(=O)oc12 (stereo not given)	7%	nt	nt	0.7%	-1	716	nt	-15%	nt	5%
O=C(/C(=C/c1ccc(Cl)cc1)c1nc2ccccc2[nH]1)c1cccs1	5%	0%	-5.5%	1.3%	-48	673	9%	-1%	1	-1%
COC(=O)Nc1ccc(S(=O)(=O)NC2CCS(=O)(=O)C2)cc1 (stereo not given)	5%	nt	nt	0.0%	-8	702	nt	8%	nt	1%
CCOC(=O)c1c(NC(=O)c2ccccc2)sc2c1CCc1ccccc1-2	-7%	17%	-3.3%	0.1%	-10	770	45%	7%	1.1	3%
Cc1cc(Nc2cccc(C)c2C)n2nc(C)nc2n1	1%	-13%	-4.7%	5.3%	4	773	-16%	3%	1	-7%
COc1ccc(-c2ccc3c(N)c(C(=O)c4cccc(OC)c4)sc3n2)cc1	-6%	-39%	-5.2%	0.5%	13	793	-30%	-3%	1.1	-6%
COc1ccc(C(=O)Nc2ccc3oc(-c4cccc(F)c4)nc3c2)cc1OC	7%	-6%	-2.8%	0.0%	nt	nt	2%	2%	1.1	-3%
O=C(Nn1cnc2ccccc2c1=O)c1cccc(Cl)c1	9%	-5%	-8.5%	-0.9%	0	690	3%	5%	1	-5%
